Screening results deposited in PubChem by National Center for Advancing Translational Sciences (NCATS).
TrxR1 inh: blocks rat thioredoxin reductase 1; O89049; recombinant rTrxR1, NADPH fluorescence consumption, selenite substrate; Potency, µM (titrated, usually from 114 µM), for inactives: at the highest dose activity change, negative = inhibition, actives largely listed as inhibitors; 390,000 compounds, 1% hits; AID 588453; note: % is set by controls: 0 for no effect and ±100 for the full control effect; nearly all actives have a fitted effect of over 65% in size
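Rat TrxR1 (90 nM in the dispensed reagent) was pre-reduced with 400 uM NADPH for 5 min at room temperature, then incubated with compound for 15 min. After 400 uM selenite was added, NADPH fluorescence (Ex 340/Em 450 nm) was followed for 8 min.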
RXFP1 agonist: activates the human relaxin receptor RXFP1. Q9HBX9. HEK293T-RXFP1 cAMP TR-FRET, 30 min; response scale: percent of porcine relaxin response, buffer zero. Potency, µM (doses to about 57.5 µM), for the others: at the highest dose activation, most hits filed as activators. 370,000 compounds, 0.3% hits. AID 2676; note: % is set by controls: 0 for no effect and ±100 for the full control effect; nearly all actives have a fitted effect of over 60% in size; many of its hits are not listed in these tables
Target sequence (Q9HBX9 whole entry, looked up): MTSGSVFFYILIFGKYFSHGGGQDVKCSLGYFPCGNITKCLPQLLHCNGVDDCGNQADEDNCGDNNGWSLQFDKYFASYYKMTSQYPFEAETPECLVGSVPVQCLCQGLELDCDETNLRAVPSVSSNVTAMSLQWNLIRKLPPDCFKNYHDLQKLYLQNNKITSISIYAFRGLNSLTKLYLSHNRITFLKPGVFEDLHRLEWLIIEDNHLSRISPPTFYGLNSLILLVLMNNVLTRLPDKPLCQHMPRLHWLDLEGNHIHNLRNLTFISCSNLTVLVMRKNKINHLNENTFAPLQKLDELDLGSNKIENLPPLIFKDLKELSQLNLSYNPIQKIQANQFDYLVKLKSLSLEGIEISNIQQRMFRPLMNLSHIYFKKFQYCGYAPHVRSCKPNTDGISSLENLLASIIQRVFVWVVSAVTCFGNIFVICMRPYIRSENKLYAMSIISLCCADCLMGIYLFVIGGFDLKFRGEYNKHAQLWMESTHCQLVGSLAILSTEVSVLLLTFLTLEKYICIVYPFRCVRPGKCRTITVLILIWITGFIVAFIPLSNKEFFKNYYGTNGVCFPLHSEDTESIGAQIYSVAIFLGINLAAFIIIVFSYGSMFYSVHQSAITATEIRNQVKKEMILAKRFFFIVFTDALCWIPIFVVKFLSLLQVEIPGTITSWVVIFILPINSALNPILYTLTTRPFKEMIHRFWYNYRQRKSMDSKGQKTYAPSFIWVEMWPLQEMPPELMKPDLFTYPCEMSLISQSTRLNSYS
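HEK293 cells stably expressing RXFP1, treated 30 min at 37C with compounds plus PDE4 inhibitor Ro 20174; cAMP measured by HTRF TR-FRET. Normalized to buffer and 29 nM porcine relaxin; EC50 by Hill fit.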
Vif-APOBEC3F blk: inhibitors of Vif-A3F interaction | HeLa A3F-eYFP + Vif (tagged APOBEC3F with the HIV-1 protein that degrades it), YFP fluorescence increase | Potency, µM (series often up to 46.1 µM), for the others: at the highest dose activity, negative = active | 390,000 compounds, 0.2% hits | AID 602313; note: % of control where 0% means no effect; nearly all actives have a fitted effect of over 65% in size
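HeLa cells stably expressing A3F-eYFP plus Vif, plated and incubated overnight at 37 deg C, then exposed to compounds overnight at 37 deg C. Blocked degradation read as raised yellow fluorescence (Ex 488/Em 500-530).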
12-LOX inh: ALOX12 (human) lipoxygenase inhibition | Potency, µM (top dose mostly 108 µM), for the others: top-dose activity change, negative = inhibition, actives largely listed as inhibitors | purified 12hLO, xylenol orange hydroperoxide absorbance | P18054 | 580,000 compounds, 1.1% hits; note: % is set by controls: 0 for no effect and ±100 for the full control effect
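Purified human 12hLO at 150 nM in 25 mM Hepes, 0.01% Triton X-100, pH 7.0, preincubated 15 min at room temperature with compound. Reaction started with 40 uM arachidonic acid, 30 min at room temperature. Hydroperoxide measured by Fe-xylenol orange, 573/405 nm absorbance ratio.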
TrxR1 substrate: substrates of rat thioredoxin reductase 1 | purified TrxR1 substrate turnover, NADPH consumption readout | 390,000 compounds, 0.01% hits | AID 588456 | Potency, µM (titrated, usually from 114 µM), inactives show at the highest dose activity change, negative = substrate turnover | O89049; note: % is set by controls: 0 for no effect and ±100 for the full control effect; nearly all actives have a fitted effect of over 50% in size
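Rat TrxR1, dispensed at 90 nM, was prereduced with 400 uM NADPH (final) for 5 min at ~22 deg C, then incubated with compound 15 min before 400 uM selenite. A first-read NADPH fluorescence drop versus no-compound background flagged substrates.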
Vif-A3G inh: inhibitors of Vif-APOBEC3G interaction; 410,000 compounds, 0.076% hits; HeLa A3G-eYFP + Vif (tagged APOBEC3G with the HIV-1 protein that degrades it), YFP fluorescence, overnight; AID 602310; Q9HC16; Potency, µM (series often up to 46.1 µM), for the others: top-dose activity, negative = active, most hits filed as inhibitors;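 note: % is set by controls: 0 for no effect and ±100 for the full control effect; nearly all actives have a fitted effect of over 60% in size; hits raise eYFP signal because A3G escapes Vif-driven loss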
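Read-out is eYFP fluorescence (Ex 488/Em 500-530) from Vif-expressing HeLa A3G-eYFP cells; more signal means A3G escaped Vif-mediated degradation. Cells plated overnight, compound pinned in, incubated overnight at 37 deg C.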
RGS4 inhibitor: blocks human RGS4-accelerated GTP hydrolysis | Transcreener GDP fluorescence polarization, RGS4-accelerated GTP hydrolysis | Potency, µM (series often up to 114 µM), for inactives: top-dose activity change, negative = inhibition, most hits filed as inhibitors | AID 504845 | P49798 | 390,000 compounds, 0.039% hits; note: % is set by controls: 0 for no effect and ±100 for the full control effect; nearly all actives have a fitted effect of over 75% in size; some results filed as inactive show a strong effect at the top dose
Target sequence (P49798 whole entry, looked up): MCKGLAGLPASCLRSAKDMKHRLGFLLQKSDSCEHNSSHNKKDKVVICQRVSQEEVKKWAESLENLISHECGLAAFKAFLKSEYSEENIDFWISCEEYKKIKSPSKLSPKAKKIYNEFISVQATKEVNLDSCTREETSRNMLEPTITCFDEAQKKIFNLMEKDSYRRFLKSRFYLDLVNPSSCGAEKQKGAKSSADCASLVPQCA
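MLSMR compounds (23 nl, pin-transferred) preincubated 10 min at room temperature with a 500nM (2x) first reagent, then RGS4 at 900nM (2x) plus Transcreener GDP mix added; fluorescence polarization (620/688 nm) read before and after 90 min at 30 °C.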
IDH1 R132H inh: inhibitors of human mutant IDH1 R132H. Potency, µM (titrated, usually from 76.6 µM), without a hit: at the top dose activity change, negative = inhibition, actives largely listed as inhibitors. 390,000 compounds, 0.093% hits. IDH1-R132H enzyme, NADPH consumption, diaphorase/resazurin fluorescence; note: % is set by controls: 0 for no effect and ±100 for the full control effect; nearly all actives have a fitted effect of over 65% in size
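IDH1-R132H (0.5 ug/mL dispensed) in pH 7.5 Tris buffer was preincubated 30 min with compound, then given a substrate mix of 0.016 mM NADPH and 2 mM alpha-KG for 80 min at room temperature; remaining NADPH was read by diaphorase/resazurin fluorescence.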
USP1-UAF1 inh: inhibitors of human USP1/UAF1 deubiquitinase; Potency, µM (series often up to 57.1 µM), for inactives: top-dose activity change, negative = inhibition, actives largely listed as inhibitors; 390,000 compounds, 0.23% hits; O94782; AID 743255; recombinant USP1/UAF1, Ub-Rhodamine cleavage fluorescence; note: % is set by controls: 0 for no effect and ±100 for the full control effect; nearly all actives have a fitted effect of over 60% in size; inactives centre near -12
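1 nM enzyme complex + cpd, 15 min RT; start with Ub-Rho 150nM final; kinetic fluorescence ex 480/em 540, 6 reads q60 s. Buffer 50mM HEPES pH 7.8, 0.5mM EDTA, 0.1 mg/ml BSA, 1mM TCEP, 0.01% Tween-20.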
Numbers without * were called inactive; ? = inconclusive; . = not tested or not shown; & = joins results of further samples; [ ] = another dose, or the depositor's remark. Calls come from the whole dose curve; as a rule, active = well fitted curve in the direction sought with a large enough effect; inconclusive = small, poorly fitted or top-dose-only effect, or another doubt; inactive = no such curve, though single readings can be large; an effect the other way counts as inactive or inconclusive. Potency is the fitted concentration of half-maximal effect. A portion of the library, so the mix of outcomes need not match the whole.

SMILES	TrxR1 inh	RXFP1 agonist	Vif-APOBEC3F blk	12-LOX inh	TrxR1 substrate	Vif-A3G inh	RGS4 inhibitor	IDH1 R132H inh	USP1-UAF1 inh
COc1ccc(C(=O)OCC(=O)Nc2ccc3c(c2)OCCO3)c(OC)c1	6.7%	0.1%	0.8%	?	-0.1%	-2.6%	2.1%	-7.7%	-3.8%
Cn1cc(CN2CCC(n3nccc3NC(=O)c3ccccc3Cl)CC2)c2ccccc21	3.8%	-2.3%	-12.7%	-19.9%	-7.9%	-0.1%	7.5%	11.6%	-8.9%
CN1CCN(c2ncnc3sc(-c4ccccc4)cc23)CC1	14.5%	2.2%	1.9%	-27.9%	1.4%	0.3%	17.2%[11.4 µM]	9.6%	-16.0%
CC(=O)Nc1ccc(S(=O)(=O)N(C)CC(=O)Nc2cccc(S(=O)(=O)N3CCCC3)c2)cc1	11.8%	0.9%	10.7%	-7.9%	2.7%	-3.0%	-9.7%	-1.4%	-20.3%
CC1CCCN(S(=O)(=O)c2ccc(NC(=O)C3CC(=O)N(c4ccccc4)C3)cc2)C1 (stereo not drawn)	12.5%[57.1 µM]	-0.8%	7.2%	-11.3%	0.8%[57.1 µM]	2.4%	18.6%	-3.9%	-20.7%
O=C(Nc1ccccc1C(F)(F)F)c1ccccc1Br	11.5%[57.1 µM]	0.1%	-9.9%	-4.7%	8.1%[57.1 µM]	-2.6%	16.2%	-7.3%	-10.1%
O=S(=O)(NC1CCCC1)c1ccc(S(=O)(=O)N2CCN(c3ccccc3)CC2)cc1	-3.9%	0.8%	-10.8%	-7.5%	-2.4%	1.9%	-20.0%	-0.3%	-18.3%
COC(=O)/C(=C1\Oc2ccc(C(C)(C)C)cc2S1)C(F)(F)F	-2.9%	0.4%	0.0%	-5.7%	-9.1%	-0.6%	5.3%	-1.5%	-20.9%
Cc1ccc(C(c2sc3nc(-c4ccco4)nn3c2O)N2CCC3(CC2)OCCO3)cc1 (stereo not drawn)	7.7%[57.1 µM]	-0.6%	0.0%	?	0.9%[57.1 µM]	-3.5%	5.7%	-5.6%	-5.4%
CC(O)CSc1nc2c(c(=O)[nH]c(=O)n2C)n1Cc1ccccc1Cl (stereo not drawn)	25.9%	1.0%	-12.7%	?	5.3%	-6.4%	-52.4%	0.0%	-18.8%
OC(CNC1CCCc2ccccc21)COc1c(Cl)cccc1Cl (stereo not drawn)	2.5%	-1.2%	2.2%	?	-2.3%	0.2%	14.3%	-1.0%	-10.8%
Nc1ccccc1SCC(=O)Nc1ccc2c(c1)OCCO2	25.7%	1.6%	3.9%	-12.0%	2.3%	0.7%	-24.6%	3.2%	-21.2%
CCOC(=O)C(NC(C)=O)(Nc1ccc(S(N)(=O)=O)cc1)C(F)(F)F (stereo not drawn)	1.3%	-0.5%	-0.3%	0.2%	-0.4%	-4.0%	-15.0%	1.0%	-14.3%
Cc1ccc(C(=O)Nc2ccc(NC(=O)c3ccco3)c(C)c2)cc1	-0.3%	-0.3%	2.5%	2.4%	-6.3%	-2.1%	8.0%	17.4%	-7.6%
CC(C)Cn1cnc2c1c(=O)n(CC(=O)O)c(=O)n2Cc1ccccc1	10.7%[57.1 µM]	4.3%	4.9%	0.6%&-71.5%	5.4%[57.1 µM]	-1.5%	-9.5%	-4.1%	-10.5%
Cc1c(O)ccc2c(CC(=O)N[C@@H](Cc3ccc(O)cc3)C(=O)O)cc(=O)oc12	-6.2%	17.0%	-3.2%	-5.0%	127.7%[activator]	-4.1%	6.0%	-6.3%	-15.0%
COc1cc(C(CCN2CCCC(C)C2)c2c(OC)cc(OC)c3c(C)cc(=O)oc23)cc(OC)c1OC (stereo not drawn)	8.1%	.	.	.	-2.7%	4.8%	-0.8%	.	.
Cc1ccc(NC(=O)CN2C(=O)S/C(=C/c3ccc(O)c([N+](=O)[O-])c3)C2=O)cc1C	-4.2%[57.1 µM]	0.0%	-5.8%	-27.5%	2.9%[57.1 µM]	-4.6%	?	14.1%	-12.1%
Cc1c(C(=O)NC(=S)N(Cc2ccccc2)c2ccccn2)cccc1[N+](=O)[O-]	-1.6%	2.5%	?	-28.4%	4.2%	2.4%	-52.6%	7.5%	-10.7%
FC(F)(F)c1cc(-c2cccs2)n[nH]1	-0.9%	-2.8%	.	0.0%	-7.1%	1.7%	-18.4%	3.7%	-4.5%
Cc1ccc(C)c(Cn2c(=O)c3c(nc4n3CCN4c3ccc(F)cc3)n(C)c2=O)c1	7.3%	7.1%	-5.7%	-26.8%	-2.0%	?	14.0%	-14.1%	4.1%
COc1ccc(N(CC(=O)Nc2ccc3c(c2)OCO3)S(=O)(=O)c2ccc(C)cc2)cc1OC	22.1%	-1.2%	7.5%	-6.6%	7.0%	0.7%	14.0%	12.3%	-19.1%
CSCCC(NC(N)=O)C(=O)N(C)CC(=O)Nc1ccc(C)cc1 (stereo not drawn)	-7.4%[57.1 µM]	1.8%	0.1%	0.0%	4.0%[57.1 µM]	1.2%	-1.0%	2.7%	-1.2%
CS(=O)(=O)c1nc(S(=O)(=O)c2ccc(Cl)cc2)c(NCCCn2ccnc2)s1	-7.8%	-0.1%	4.2%	2.0%	-3.3%	-1.1%	9.0%[56.9 µM]	-12.5%	-2.2%
Fc1cccc(Cl)c1CSc1nnc2ccccn12	10.7%[57.1 µM]	-0.9%	7.3%	-5.7%	6.2%	0.5%	3.6%	2.7%	-19.9%
COc1ccc(OC)c(Nc2nc3ccccc3n3c(C)nnc23)c1	7.7%	4.2%	-9.5%	-9.4%	2.9%	3.0%	10.2%	-9.1%	-25.0%
CC(NC(=O)[C@H](Cc1c[nH]c2ccccc12)NC(=O)[C@@H]1Cc2ccccc2CN1)c1ccccc1 (stereo partly drawn)	10.2%[57.1 µM]	0.1%	-5.1%	3.7%	6.2%[57.1 µM]	-0.9%	-16.8%	17.4%	-18.4%
CCOc1cc(C(=S)N2CCOCC2)ccc1OS(=O)(=O)c1ccc(OC)cc1	15.8%	-0.2%	-13.7%	146.1%[activator]	-1.5%	3.5%	-9.4%	-4.3%	-23.3%
COc1ccc(NC(=O)Cn2cc(S(=O)(=O)Cc3ccc(F)cc3)c3ccccc32)cc1OC	3.2%	-2.5%	2.3%	50.1µM*	-5.6%	1.0%	-1.0%	-22.2%	-21.5%
COc1ccc(NC(=S)N(CCCN2CCOCC2)Cc2ccccn2)cc1	19.4%[57.1 µM]	0.8%	0.3%	?	11.1%[57.1 µM]	-2.2%	-5.9%	4.0%	-11.5%
Cc1nn(Cc2ccccc2Cl)c2sc(C(=O)Nc3ccccc3N3CCOCC3)cc12	7.7%	0.7%	-9.1%	-8.7%	-3.1%	-0.4%	-6.4%	4.6%	-18.1%
O=C(CCC1N=C2c3ccccc3N=C(SCc3ccccc3Cl)N2C1=O)NCc1ccco1 (stereo not drawn)	-7.7%	4.3%	6.2%	0.0%	13.2%	-8.9%	-46.0%	-4.1%	-16.8%
CC(C)(C)c1nc(SCC(=O)N2CC(=O)Nc3ccccc32)c2ccccc2n1	25.6%[57.1 µM]	?	9.3%	-18.6%	2.8%[57.1 µM]	-1.5%	-19.7%	9.7%	-19.2%
Cc1nn(Cc2cccc(C(=O)N3CCCC(C)C3)c2)c(C)c1[N+](=O)[O-] (stereo not drawn)	-5.0%[57.1 µM]	2.5%	-4.3%	6.6%	4.6%[57.1 µM]	4.8%	-15.2%	-1.5%	-0.9%
O=C(O)c1cccc(NC(=O)c2ccc3c(c2)C(=O)N(Cc2ccco2)C3=O)c1	8.0%	-1.6%	-19.5%	?	-1.5%	0.7%	2.1%	-1.0%	-14.2%
CSCCC(C(=O)N(C)CC(=O)Nc1cccc(F)c1)N1C(=O)c2ccccc2C1=O (stereo not drawn)	-4.0%	0.1%	-2.3%	?	-4.5%	1.6%	18.9%	4.0%	-5.4%
CCCOc1ccc(NC(=O)CC2C(=O)N(C)C(=S)N2Cc2ccc3c(c2)OCO3)cc1 (stereo not drawn)	9.6%[57.1 µM]	0.7%	-6.8%	-27.2%	-2.5%	-0.1%	-15.7%	5.3%	-20.9%
COc1cc(/C=C2\SC(=S)N(NC(=O)c3cccc(O)c3)C2=O)ccc1O	-1.3%	3.2%	?	0.0%	-13.1%	-14.9%	-27.4%	-27.0%	-19.5%

2 records drawn at random from those above, as already listed:
SMILES	TrxR1 inh	RXFP1 agonist	Vif-APOBEC3F blk	12-LOX inh	TrxR1 substrate	Vif-A3G inh	RGS4 inhibitor	IDH1 R132H inh	USP1-UAF1 inh
CSCCC(C(=O)N(C)CC(=O)Nc1cccc(F)c1)N1C(=O)c2ccccc2C1=O (stereo not drawn)	-4.0%	0.1%	-2.3%	?	-4.5%	1.6%	18.9%	4.0%	-5.4%
O=C(O)c1cccc(NC(=O)c2ccc3c(c2)C(=O)N(Cc2ccco2)C3=O)c1	8.0%	-1.6%	-19.5%	?	-1.5%	0.7%	2.1%	-1.0%	-14.2%
